EPAC2 agonist = EPAC2 (human) agonism. 0.079% of 360,000 active. Q8WZA2. AID 720711. Potency, µM (top dose mostly 154 µM), inactives show at the top dose activation, hits mostly activators. EPAC2 activation, biochemical qHTS; response scale: 100% = 6.5 mM cAMP response; note: potency is the fitted concentration of half-maximal effect; nearly all actives have a fitted effect of over 50% in size
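Compounds were titrated in qHTS against a Rap1B-BODIPY-GDP (250 nM) complex with EPAC2 (100 nM) and GDP (50 uM). BODIPY-GDP release tracked at 480/540 nm over 30 min at room temperature, normalized to 6.5 mM cAMP.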
PLK1 PBD inh = PLK1 (human) polo-box domain binding inhibition; Plk1 PBD binding of FITC phosphopeptide, fluorescence polarization; 2.8% of 360,000 active; Potency, µM, for inactives: max response, negative = inhibition, usual class: inhibitors; AID 720504; P53350; note: potency is the fitted concentration of half-maximal effect; series mostly up to about 57 µM; % is set by controls: 0 for no effect and ±100 for the full control effect; nearly all actives have a fitted effect of over 65% in size
CCT modulator = modulators of cytosolic chaperonin (CCT/TRiC) activity; purified chaperonin ATPase assay, HTRF ADP detection, 30 min; activity change, % (concentration not given with the values), hits read low; 0.3% of 360,000 active; AID 651819; in the data active = activity change below about -30%; note: % is set by controls: 0 for no effect and ±100 for the full control effect
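Enzyme 40 or 20 nM (batch-dependent) in Tris pH 7.4/KCl/MgCl2/DTT; cpd 76 uM single point; ATP 10 uM; 30 min 37 °C; Transcreener ADP HTRF detection, 30 min RT; ratio 665/615.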
EPAC1 antagonist = EPAC1 (human) antagonism | EPAC1 GEF assay, Rap1b-BODIPY-GDP exchange fluorescence | O95398 | Potency, µM (highest dose often 115 µM), for inactives: at the highest dose activity change, negative = inhibition, most hits filed as inhibitors | 0.14% of 360,000 active;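 note: potency is the fitted concentration of half-maximal effect; plate controls were vehicle for no effect and positive control for full effect; nearly all actives have a fitted effect of over 50% in size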
EPAC1 agonist = agonists of human EPAC1; EPAC1 agonist qHTS, biochemical assay; response scale: 100% = response to 6.5 mM cAMP; 0.073% of 360,000 active; O95398; Potency, µM (top dose mostly 154 µM), for inactives: at the top dose activation, usual class: activators; AID 720707; note: potency is the fitted concentration of half-maximal effect; nearly all actives have a fitted effect of over 60% in size
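Nucleotide exchange assay: 100 nM EPAC1 with 250 nM Rap1B loaded with BODIPY-GDP and 50 uM GDP, room temperature. Fluorescence (480/540 nm) read every 5 min for 30 min; signal change normalized to 6.5 mM cAMP as full agonist.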
WRN helicase inh = blocks human WRN helicase; Q14191; WRN helicase unwinding, fluorescent forked duplex, kinetic; Potency, µM (highest dose often 114 µM), for the others: at the highest dose activity change, negative = inhibition, hits mostly inhibitors; 0.46% of 360,000 active; note: potency is the fitted concentration of half-maximal effect; % is set by controls: 0 for no effect and ±100 for the full control effect; nearly all actives have a fitted effect of over 55% in size
Target sequence (Q14191 whole entry, looked up): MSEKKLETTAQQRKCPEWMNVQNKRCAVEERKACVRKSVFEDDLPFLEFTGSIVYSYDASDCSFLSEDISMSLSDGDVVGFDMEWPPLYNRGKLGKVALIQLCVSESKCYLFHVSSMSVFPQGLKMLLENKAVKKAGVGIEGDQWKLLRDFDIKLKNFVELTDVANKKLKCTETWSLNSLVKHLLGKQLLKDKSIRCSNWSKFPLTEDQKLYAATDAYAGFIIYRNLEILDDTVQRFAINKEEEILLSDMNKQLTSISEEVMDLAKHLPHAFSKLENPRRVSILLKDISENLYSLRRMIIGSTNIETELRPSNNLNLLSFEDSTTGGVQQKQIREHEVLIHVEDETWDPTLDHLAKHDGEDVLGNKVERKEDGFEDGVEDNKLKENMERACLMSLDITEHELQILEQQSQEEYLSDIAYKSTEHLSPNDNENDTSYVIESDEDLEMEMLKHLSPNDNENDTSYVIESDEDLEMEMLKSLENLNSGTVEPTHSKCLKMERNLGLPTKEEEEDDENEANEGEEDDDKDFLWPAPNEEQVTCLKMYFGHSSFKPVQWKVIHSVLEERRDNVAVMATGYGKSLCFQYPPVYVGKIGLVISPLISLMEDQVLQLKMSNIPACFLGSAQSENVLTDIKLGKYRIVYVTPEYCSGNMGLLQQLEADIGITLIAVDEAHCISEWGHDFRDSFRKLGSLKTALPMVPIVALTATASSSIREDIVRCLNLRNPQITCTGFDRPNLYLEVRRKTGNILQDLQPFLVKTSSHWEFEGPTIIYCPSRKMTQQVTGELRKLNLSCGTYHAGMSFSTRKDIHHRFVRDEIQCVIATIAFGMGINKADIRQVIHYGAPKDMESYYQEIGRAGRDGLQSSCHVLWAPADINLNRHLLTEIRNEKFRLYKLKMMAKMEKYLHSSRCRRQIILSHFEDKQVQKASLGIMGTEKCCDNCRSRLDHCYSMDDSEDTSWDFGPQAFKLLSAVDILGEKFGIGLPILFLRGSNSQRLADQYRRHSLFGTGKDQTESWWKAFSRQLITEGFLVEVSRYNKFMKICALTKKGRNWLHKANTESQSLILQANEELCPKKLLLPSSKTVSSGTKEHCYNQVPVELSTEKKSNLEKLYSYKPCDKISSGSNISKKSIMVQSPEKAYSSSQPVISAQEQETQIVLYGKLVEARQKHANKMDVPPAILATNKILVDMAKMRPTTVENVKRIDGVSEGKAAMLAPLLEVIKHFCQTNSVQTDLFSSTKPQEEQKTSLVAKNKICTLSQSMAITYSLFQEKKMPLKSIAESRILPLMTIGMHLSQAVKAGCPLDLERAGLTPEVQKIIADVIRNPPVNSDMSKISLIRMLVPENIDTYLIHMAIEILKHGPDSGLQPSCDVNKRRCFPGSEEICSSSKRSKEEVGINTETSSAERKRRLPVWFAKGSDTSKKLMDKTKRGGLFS
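Primary qHTS, 1536-well format. 20 nM WRN + compound, 15 min RT; start with 100 nM forked fluorophore/quencher duplex, 2 mM ATP (final); kinetic read ex 525/em 598 nm.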
IL2 activator = activators of IL-2. IL-2 activation reporter assay, cell-based qHTS; stimulated with anti-CD3/CD4/CD28 beads; in transgenic mouse T cells. activation, % (series mostly up to about 46 µM). 0.065% of 360,000 active; in the data active = activation above about 50%; inconclusive = mostly about 30% to 49%; note: 0% is about no effect
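Using fluorescent plate cytometry, EGFP and DsRed are detected in transgenic mouse T cells stimulated 18 h at 37 degrees C with antibody-coated beads after 60 min compound pretreatment.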
PI5P4Ka inh = inhibitors of human PI5P4K alpha; P48426; PI5P4Kalpha enzyme, ADP-Glo luminescence, 60 min; stronger effect = lower value; max response, %; 1.2% of 330,000 active; AID 652105; active = max response of -50% or lower; inconclusive = between -30% and -50%; inactive = -30% or higher; note: value at the top dose of about 77 µM; % is set by controls: 0 for no effect and ±100 for the full control effect
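ADP-Glo luminescence end-point after a 60 min room-temperature kinase reaction. PI5P4Kalpha and substrate in HEPES pH 7.4 buffer with EGTA, 0.1% CHAPS and 5% DMSO; ATP at 5 microM final.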
Active calls of the source: *; ? = inconclusive; · = no result given; [ ] = dose if it differs, or a comment. Unless noted, calls come from the whole dose curve; as a rule, active = well fitted curve in the direction sought with a large enough effect; inconclusive = small, poorly fitted or top-dose-only effect, or another doubt; inactive = no such curve, though single readings can be large; an effect the other way counts as inactive or inconclusive.

Molecule	EPAC2 agonist	PLK1 PBD inh	CCT modulator	EPAC1 antagonist	EPAC1 agonist	WRN helicase inh	IL2 activator	PI5P4Ka inh
O=c1cc(CSc2nnc(-c3ccco3)o2)c2ccccc2[nH]1	-10%	-9%	-0.3	13%	0%	-15%	2.5	·
CC(C)(C)OC(=O)N/N=C\c1ccc([N+](=O)[O-])s1	0%	-7%	0.0	-23%	-4%	-2%	-0.6	-1
CC(NS(=O)(=O)c1ccccc1)C(c1cccs1)N1CCN(c2ccccc2)CC1 (stereo not given)	14%	-13%	-3.4	-21%	21%	-16%	1.5	·
CCOC(=O)/C=C/[C@H]1Cc2ccccc2CO1	13%	-16%	-4.3	6%	-3%	4%	-1.0	1
CCOc1ccc(C=NNc2ccc(S(=O)(=O)Nc3ccccc3C(=O)O)cc2[N+](=O)[O-])cc1	0%	19µM*	-0.6	?	10%	-28%	-0.8	?
COc1ccc(C(=O)Nc2ccnn2C2CCN(Cc3ccccn3)CC2)cc1	-2%	-17%	-35*	0%	-7%	2%[57.1 µM]	-2.3	3
O=C(c1ccco1)N1CCCC(c2nc3c(nnn3Cc3ccc(Cl)cc3Cl)c(=O)[nH]2)C1 (stereo not given)	7%	-19%	-4.4	-14%	5%	-7%	0.1	-12
Cc1ccc(C(=O)COC(=O)c2ccncc2)cc1[N+](=O)[O-]	5%	3%	0.7	9%	-7%	0%	-2.4	0
N#Cc1c(Cl)cccc1Oc1ccc(S(=O)(=O)Nc2ccccc2)cc1	8%	0%	0.7	-24%	23%	-6%	-3.3	0
CCNC(=O)c1ccc(NS(=O)(=O)c2ccccc2)cc1	4%	-3%	2.8	5%	2%	-2%	2.0	·
Cn1c(CNC(=O)Cc2ccc3c(c2)OCO3)nnc1SCc1ccccc1	2%	-10%	0.8	0%	0%	-2%	3.3	5
Cc1ccc(C(=O)COC(=O)CNC(=O)c2ccccc2)s1	0%	0%	1.0	-11%	-3%	-9%	-0.9	-2
COc1ccccc1CNC(=O)CCNC(=O)N1CC(=O)Nc2ccccc21	4%	0%	0.8	13%	7%	2%	-1.1	0
COc1ccc(C2=C(N)c3ccccc3C2=O)cc1	-5%	-9%	-2.1	-6%	-2%	-6%	-1.5	·
Cc1ccc(-c2[nH]c3ccccc3c2C(C[N+](=O)[O-])c2ccco2)cc1 (stereo not given)	0%	-12%	-4.7	-13%	9%	-20%	0.0	-20
CCCc1cc(=O)[nH]c(SCc2cc(Cl)ccc2OC(F)F)n1	16%	-21%	-0.3	-1%	9%	-20%	-2.0	·
CC(C)(C)c1ccc2c(c1)N(CC(=O)O)C(=O)CO2	2%	3%	0.2	10%	-1%	3%	0.2	·
COc1ccc(-c2cc(C(=O)Nc3ccccc3SC)no2)cc1	3%	-6%	-0.8	-2%	-2%	2%	2.0	·
CC(C)c1cc(NCC2CCCO2)n2c(nc3ccccc32)c1C#N (stereo not given)	5%	-14%	-0.4	-1%	-1%	-10%	-1.3	-1
CCc1cc2c(-c3ccccc3)cc(=O)oc2c(CN2CCOCC2)c1O	8%	-3%	-0.8	3%	-9%	-10%	1.1	4
Cn1c(CN2CCCC2)nc2cc(NS(=O)(=O)c3ccc(Cl)cc3)ccc21	10%	-1%	-0.6	-3%	-2%	1%	-0.1	-10
CCOC(=O)C(C)CC(C)C(=O)N1CCOCCN(C(=O)C(C)CC(C)C(=O)OCC)CCOCC1 (stereo not given)	4%	1%	0.5	16%	-8%	-6%	-2.5	0
C=CCNC(N)=S	1%	-1%	-1.0	-6%	-1%	0%	0.6	-2
c1ccc2sc(C3CCN(Cc4nnnn4Cc4ccc5c(c4)OCO5)CC3)nc2c1	7%	-1%	2.6	-19%	12%	2%	-0.7	-2
CCCCOc1ccc(C2(C(=O)O)CCCC2)cc1	6%	-4%	-2.5	0%	15%	0%	0.5	8
COc1ccc(N(C)C(=O)c2ccc3nc(-c4ccccc4)c(-c4ccccc4)nc3c2)cc1	8%	-11%	-0.2	-4%	14%	-6%	1.3	1
COc1cccc(-n2c(SCC(=O)Nc3ccc4c(c3)CCC4)nc3ccccc3c2=O)c1	6%	-2%	-0.4	4%	6%	-11%	-0.5	-4
CCc1nnc(NC(=O)c2cccc(OC)c2)s1	14%	1%	-2.4	0%	3%	4%	0.4	-7
C#CCOCCOCCOCCNc1nc(N2CCN(C(=O)[C@H]([C@@H](C)CC)n3cc(CCCCN)nn3)CC2)nc(N2CCN(C(=O)[C@H](C)n3cc(CCC(=O)O)nn3)CC2)n1	3%	-2%	1.8	-10%	-6%	-1%	-0.6	-1
O=C(CSc1ccccc1)Nc1cc(S(=O)(=O)N2CCOCC2)ccc1N1CCOCC1	-3%	-8%	0.3	-3%	2%	-13%	2.7	-1
CCCCN1C(=O)C(CC(=O)NCCCN(C)C)CC(C(=O)N(C(C)C)C(C)C)=C1C (stereo not given)	6%	-2%	-4.9	-9%	-1%	7%	2.9	-2
C/C(=N\NC(=O)c1ccc(N)cc1)C1CC1	1%	-4%	1.8	-19%	-1%	-8%	-0.9	-3
CNS(=O)(=O)c1cccc(C(=O)NCC(C)(C)N2CCCCC2)c1	3%	-1%	-2.5	-5%	-2%	-14%	0.3	1
NNC(=O)c1cccnc1Oc1ccccc1	1%	-6%	-1.0	6%	7%	1%	-0.1	-2
Cc1ccc(C(=O)NCc2ccc3c(c2)OCO3)cc1	8%	-13%	0.0	-21%	2%	4%	-0.3	0
O=C(OCc1ccccc1)c1ccccc1O	8%	-7%	-1.4	9%	-22%	8%	0.1	-1
Cc1cc(NS(C)(=O)=O)c(=O)n(Cc2cccc(C(F)(F)F)c2)c1	3%	3%	0.3	6%	-8%	13%	-2.9	2
CCC(=O)NC(c1ccc(N(C)C)cc1)c1c(O)ccc2ccccc12 (stereo not given)	9%	-17%	-5.5	?	3%	-8%	0.2	-4
O=C(CN1CCN(c2ccccc2O)CC1)NC(c1ccccc1)c1ccccc1	6%	-8%	1.3	3%	0%	-31%	-4.0	-5
C=CCN(C(=O)CNC(=O)c1ccco1)C(C(=O)NC1CCCC1)c1ccc(OC)cc1 (stereo not given)	1%	-20%	3.0	6%	-4%	6%	-1.1	-1
O=c1c2[nH]c3ccccc3c2nc2n1CCCS2	5%	-21%	-2.9	-22%	-4%	-2%	0.3	-2
CCc1c(C)nc2cc(-c3ccccc3)[nH]n2c1=O	9%	2%	1.5	-2%	0%	1%	-0.5	-17
Cc1nn(-c2cc(Cl)ccc2Cl)c(C)c1C(=O)O	-4%	-1%	1.4	-9%	7%	5%	0.8	1
COc1ccc(CCNC(=O)CCCCC(=O)NCCc2ccc(OC)cc2)cc1	-7%	2%	-1.7	22%	-1%	1%	-0.9	-3
NS(=O)(=O)c1cc(Cl)c(Cl)c(S(N)(=O)=O)c1	10%	-18%	-0.3	-5%	-10%	-3%	-0.1	1
Cn1cc(S(=O)(=O)N2CCN(c3cccc(C(F)(F)F)c3)CC2)c(=O)n(C)c1=O	0%	-4%	-0.1	0%	-11%	6%	-1.7	1
O=C(Nc1ccccn1)c1onc2c1CCCC2	-5%	-13%	-1.4	-2%	2%	4%	0.6	-12
Cc1nc2ccc(C(=O)O)cc2c2c1CC(CN)O2 (stereo not given)	6%	-12%	-3.9	14%	12%	6%	0.4	-1
COc1ccc(OC)c(NC(=O)Nc2cnccn2)c1	8%	-3%	-0.8	0%	1%	1%	-2.7	-1
CCOC(=O)C1CCCN(Cc2ccccc2Cl)C1 (stereo not given)	7%	-1%	-3.9	10%	2%	-3%	-0.5	·

4 compounds picked at random from the list so far:
Molecule	EPAC2 agonist	PLK1 PBD inh	CCT modulator	EPAC1 antagonist	EPAC1 agonist	WRN helicase inh	IL2 activator	PI5P4Ka inh
CC(C)(C)OC(=O)N/N=C\c1ccc([N+](=O)[O-])s1	0%	-7%	0.0	-23%	-4%	-2%	-0.6	-1
Cc1nc2ccc(C(=O)O)cc2c2c1CC(CN)O2 (stereo not given)	6%	-12%	-3.9	14%	12%	6%	0.4	-1
O=C(OCc1ccccc1)c1ccccc1O	8%	-7%	-1.4	9%	-22%	8%	0.1	-1
Cn1c(CNC(=O)Cc2ccc3c(c2)OCO3)nnc1SCc1ccccc1	2%	-10%	0.8	0%	0%	-2%	3.3	5

Following part.
Molecule	EPAC2 agonist	PLK1 PBD inh	CCT modulator	EPAC1 antagonist	EPAC1 agonist	WRN helicase inh	IL2 activator	PI5P4Ka inh
CNC(=O)c1ccc(NC(=O)/C=C/c2cccc(F)c2)cc1	4%	-4%	-1.2	-25%	5%	2%	1.1	2
CCOC(=O)C1=CCC(c2cccs2)N(S(=O)(=O)c2ccc(C)cc2)C1 (stereo not given)	16%	-8%	0.1	4%	4%	-5%	-0.6	3
CCOC(=O)CCCn1nc(C)n2c(cc3sccc32)c1=O	14%	-8%	0.8	17%	0%	-10%	11	4
COCCn1c(SCC(=O)NC2CCCC2)nc2c(c1=O)SCC2	3%	-3%	1.8	-13%	3%	-29%	2.7	5
COc1ccc(CC(=O)c2ccc(OC)c(OC)c2C)cc1OC	2%	-6%	-0.5	9%	6%	0%	-2.6	2
CCc1ccc(N2CC(C(=O)NCCC3=CCCCC3)CC2=O)cc1 (stereo not given)	-4%	3%	0.1	-4%	-19%	3%	0.2	6
Cc1nnc(NC(=O)COc2ccc3c(C)cc(=O)oc3c2)s1	-4%	?	4.0	-22%	-10%	?	-0.3	?
CC(=O)/C(=N\Nc1ccccc1)Sc1nncn1C	6%	-2%	-1.5	1%	-9%	-14%[57.1 µM]	-0.7	-6
Cc1noc(C)c1COc1ccccc1C(=O)NCCc1ccccc1	-4%	-2%	-3.1	1%	4%	-5%	-3.0	-8
O=C(CSc1ccc(-c2ccc(F)cc2)nn1)NCc1ccco1	0%	-6%	-0.9	3%	-1%	0%	-0.6	7
COc1ccc(C(=O)Nc2ccc(OCc3ccccc3)cc2)cc1[N+](=O)[O-]	-3%	2%	-2.2	9%	2%	2%	-0.7	-2
CSC1=N/C(=C/c2cccnc2)C(=O)N1Cc1ccccc1	9%	-8%	-1.7	-13%	14%	0%	-3.0	1
O=C(COc1ccc2ccccc2c1Br)N1CCCCC1	10%	-25%	0.8	3%	13%	-8%	1.4	-5
COc1ccc(-c2cnc3c(NC(C)=O)cc(-c4cccc(C(=O)NCCO)c4)cn23)cc1OC	1%	-9%	-0.8	-9%	8%	-20%	-0.2	-8

Not all compounds are listed; rates above refer to the full screens.
